DENV2 CPE – inhibitors of DENV2 cytopathic effect, primary screen, cell-based, plate reader, single concentration; DENV2-infected cells, cytopathic effect rescue; CPE inhibition, % at 9.99 µM; 1.7% of 350,000 active; in the data active = CPE inhibition above about 20%, passing the limit was not always enough; inconclusive = no clear call, values can overlap the other calls; tested in BHK-21 cells;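 note: 0% = median of neutral control wells and 100% = median of positive control wells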
Casp6 inh – human caspase-6 inhibitors, primary screen, biochemical, VEID-R110 fluorescence, single point, set 2; 0.53% of 350,000 active; inhibition, % at 12.5 µM; P55212; purified caspase-6, Z-VEID-R110 cleavage fluorescence; AID 686996, 2013;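 active = mean inhibition across replicates at least about 35%, with every replicate also reaching that limit, limit read from the data; inconclusive = only one of the two criteria met; inactive = neither criterion met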;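 note: 0% = median of neutral control wells and 100% = no fluorescence left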
Target sequence (P55212 24-179 limits assumed): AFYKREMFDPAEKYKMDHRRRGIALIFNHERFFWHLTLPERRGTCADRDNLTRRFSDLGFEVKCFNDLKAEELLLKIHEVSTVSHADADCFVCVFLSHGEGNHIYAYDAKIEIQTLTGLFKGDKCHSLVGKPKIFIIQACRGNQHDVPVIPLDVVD
Target sequence (P55212 194-293 limits assumed): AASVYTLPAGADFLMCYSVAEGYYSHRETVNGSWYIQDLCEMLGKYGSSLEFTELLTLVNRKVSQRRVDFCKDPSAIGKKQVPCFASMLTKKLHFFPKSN
PAX8 inh HTS – inhibitors of PAX8-driven TPO luciferase reporter, primary screen, RMG-I cells, single concentration. SteadyGlo, 24 h. inhibition, % at 12.6 µM. 1.2% of 360,000 active. AID 652154, 2013;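 active = mean replicate inhibition at least 60% with every replicate also reaching 60%; inconclusive = only one of the two criteria is met; inactive = mean below 60% and not all replicates reaching 60%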;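 note: luciferase light reporting Pax8 driven TPO promoter activity; plate controls were median of neutral control wells for no effect and mitoxantrone controls for full effect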
EWS-Fli inh – EWS/Fli-driven NR0B1 reporter inhibitors, primary screen, A673 cells, NR0B1 luciferase, luminescence, MLPCN library; viability-normalised; inhibition, % at 12.6 µM; 0.67% of 350,000 active;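 active = mean inhibition of at least 50% after viability correction, with every replicate also passing that limit; inconclusive = mean reaches 50% but only one of two replicates passes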;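 note: firefly luciferase signal divided by Alamar Blue viability fluorescence both relative to DMSO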
LGR2 antag – inhibitors of bursicon-induced LGR2 CRE-luciferase signal, primary screen, cell-based, HEK293, CRE-luciferase reporter, bursicon stimulation; bursicon-stimulated, 4 h; AID 720647, 2013; Drosophila bursicon receptor LGR2 (rickets); 0.35% of 380,000 active; inhibition, % at 9.99 µM;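 active = drop in luminescence signal, shown as inhibition above about 50% in the replicate tests, limit read from the data, passing the limit was not always enough; inconclusive = probably only some replicates passing the limit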;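 note: agonist challenge used bursicon conditioned medium at about half maximal strength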
SIRT5 inh – SIRT5 desuccinylase inhibitors, primary screen, biochemical, fluorescence imaging, single point, set 5; inhibition, % at 15 µM; AID 652115, 2013; Purified SirT5, succinyl-peptide AMC, trypsin-coupled fluorescence; NAD-dependent protein deacylase sirtuin-5, mitochondrial (Homo sapiens), Q9NXA8; 1.1% of 330,000 active; in the data active = inhibition above about 15%; inconclusive = no clear call, values can overlap the other calls
Target sequence (Q9NXA8 whole entry, looked up): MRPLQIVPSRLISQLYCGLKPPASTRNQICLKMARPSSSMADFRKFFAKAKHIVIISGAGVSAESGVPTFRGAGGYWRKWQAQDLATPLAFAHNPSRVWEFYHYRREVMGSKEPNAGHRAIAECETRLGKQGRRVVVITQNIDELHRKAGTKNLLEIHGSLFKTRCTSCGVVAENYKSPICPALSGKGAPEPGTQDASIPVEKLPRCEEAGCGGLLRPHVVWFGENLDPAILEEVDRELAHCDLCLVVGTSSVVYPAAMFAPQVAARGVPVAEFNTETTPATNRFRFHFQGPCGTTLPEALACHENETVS
ARNT TACC3 PPI – disruptors of ARNT/TACC3 protein interaction, primary screen, biochemical, AlphaScreen, single concentration | AlphaScreen His-ARNT PAS-B/GST-TACC3 binding, luminescence; TACC3 fragment carries E629A point mutation | inhibition, % at 9.99 µM | AID 623870, 2012 | Transforming acidic coiled-coil-containing protein 3 (Homo sapiens), Q9Y6A5 | 0.66% of 390,000 active;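 active = mean inhibition of replicates at least 50% and at least half of replicates each reaching 50%; inconclusive = half or more replicates reach 50% but mean below 50%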;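 note: 0% = complete ARNT plus TACC3 wells and 100% = ARNT alone without TACC3; many hits fall short of the cut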
Numbers without * were called inactive; ? = inconclusive; nt = not tested or not shown; & = joins results of further samples.

SMILES,SIRT5 inh,ARNT TACC3 PPI,DENV2 CPE,EWS-Fli inh,Casp6 inh,LGR2 antag,PAX8 inh HTS
O=C(CN1C(=O)C2CCCCC2C1=O)Nc1ccccc1N1CCCC1 (stereo not given),-7,18,2,1,-3,25,10
COc1ccc2c(c1)c(=O)oc1cc(OC(C(=O)O)c3ccccc3)ccc12 (stereo not given),-44,16,7,-4,28,-16,-12
O=C(Nc1ccc(-n2cccn2)cc1)C1CCCCN1Cc1cccc2c1OCO2 (stereo not given),0,5,2,nt,0,-25,40
CCCCN(C(C)=O)c1ccc2c(c1)C1CC2CCN1Cc1ccccc1 (stereo not given),-4,nt,42*,-10,-4,4,1
CCCC(=O)N1CC(=O)Nc2ccc(C)cc2C1c1ccc(F)cc1 (stereo not given),-2,2,1,-1,-2,10,12
O=C(NNc1nc(-c2ccc(Br)cc2)cs1)c1ccco1,-3,-9,4,-63,1,-54,-14
Cc1cc(Nc2cccc(C(=O)O)c2)n2ncnc2n1,2,-1,3,6,0,-7,20
Oc1ccc(-c2csc(Nc3ccccn3)n2)cc1O,0,9,11,18,30,-49,-37

An excerpt from above with just SIRT5 inh and EWS-Fli inh:
SMILES	SIRT5 inh	EWS-Fli inh
COc1ccc2c(c1)c(=O)oc1cc(OC(C(=O)O)c3ccccc3)ccc12 (stereo not given)	-44	-4
CCCCN(C(C)=O)c1ccc2c(c1)C1CC2CCN1Cc1ccccc1 (stereo not given)	-4	-10

Further compounds
SMILES,SIRT5 inh,ARNT TACC3 PPI,DENV2 CPE,EWS-Fli inh,Casp6 inh,LGR2 antag,PAX8 inh HTS
CCc1cc(=O)oc2cc(OCC(=O)N3CCC(C(=O)O)CC3)ccc12,nt,-10,?,-1,-3,-1,nt
CC(=O)Nc1c(-c2ccc(C)cc2)nc2ccc(Cl)cn12,0,nt,3,-8,0,9,-15
O=C(NCCOc1ccccc1)c1cccc2c1C(=O)c1ccc(Cl)cc1S2(=O)=O,nt,-1,13,6,8,7,4
Cc1ccc(OCCCn2c(=O)oc3ccccc32)cc1,3,2,6,-29,-1,-20,-20
C[C@@H]1CCCCO[C@@H](CN(C)Cc2ccc(C(=O)O)cc2)[C@H](C)CN([C@@H](C)CO)C(=O)c2cc(NS(=O)(=O)c3ccc(Cl)cc3)ccc2O1,-1,-8,5,-6,-1,-18,-7
CCS(=O)(=O)Nc1ccc2c(c1)C(=O)N(C)C[C@H](OC)[C@H](C)CN[C@H](C)CO2,-7,-7,21*,-4,-2,2,-7
O=C(Cc1ccccn1)N[C@@H]1CC[C@@H](CCn2cc(-c3ccccc3)nn2)O[C@@H]1CO,5,-5,9,7,3,14,3
Cc1ccc(C2c3c(-c4ccccc4)n[nH]c3C(=O)N2c2ccccc2)cc1 (stereo not given),3,nt,-5,10,-2,20,17
CC(C)NC(=O)Nc1ccc2c(c1)C(=O)N([C@@H](C)CO)C[C@@H](C)[C@H](CN(C)Cc1ccc(Cl)c(Cl)c1)OCCCC[C@@H](C)O2,7,-3,-24,9,0,14,21
CCOC(=O)C(CCSC)NC(=O)CN (stereo not given),-4,0,nt,nt,-2,-3,1
C[C@]12c3[nH]c4ccccc4c3CCN1C(=O)C(CC(=O)NCc1ccco1)C[C@@H]2C(=O)N1CCOCC1 (stereo not given in full),3,1,-3,-1,2,-3,-7
O=C(C[C@H]1C/C=C\CCC(=O)O[C@@H](c2ccccc2)CNC1=O)NCCO,-5,9,-3,-5,-1,-11,6
COc1ccc2[nH]cc(CCNC(=S)NCCc3ccccc3)c2c1,-6,3,1,19,1,13,-11
O=C(NNC(=S)Nc1ccc(C(=O)O)c(O)c1)c1ccncc1,8,7,-2,14,32,24,16
Cc1ccc(C)n1-c1ccsc1C(=O)CC#N,-3,-7,-4,-6,-5,16,-6
Cc1ccc(-c2ccc([C@H]3[C@@H](CO)N4C(=O)CN(C(=O)c5ccncc5)C[C@H]34)cc2)cc1,-4,nt,1,-30,0,-5,-2
C[C@@H]1CCCCO[C@H](CN(C)Cc2ccc(C(=O)O)cc2)[C@@H](C)CN([C@H](C)CO)C(=O)c2cc(NS(=O)(=O)c3cn(C)cn3)ccc2O1,nt,2,-2,-4,nt,2,14
Cc1ccc(S(=O)(=O)Nc2ccc3c(c2)C(=O)N([C@@H](C)CO)C[C@H](C)[C@H](CN(C)S(=O)(=O)c2c(C)noc2C)O3)cc1,-6,6,5,-4,3,15,-24
CCN(CC)S(=O)(=O)c1ccc(NC(=O)c2ccc(N3CCCC3=O)cc2)cc1,-3,-5,1,19,-1,14,8
COCCCNCCOCCOc1ccc(Cl)cc1C(C)(C)C,nt,4,-5,11,0,-9,45
O=C(N[C@@H]1CC[C@@H](CCNS(=O)(=O)c2ccc(Cl)cc2)O[C@@H]1CO)c1cccc(F)c1,2,-13,-17,6,-2,4,15
COc1ccc(NC(=O)N(C)C[C@@H]2Oc3ncc(-c4ccc(C#N)cc4)cc3C(=O)N([C@@H](C)CO)C[C@@H]2C)cc1,-2,-8,-6,-2,3,1,nt
COc1cccc2c(=O)c3c([nH]c12)OC(C)(C)C3,-1,-3,4,10,1,10,16
Cc1cc(CNC(=O)COc2ccc(F)cc2Cl)cc(C)c1O,2,3,-1,7,1,nt,-12
Cc1ccc(NC(=O)C2CCC(CNC(=O)[C@@H]3Cc4ccccc4CN3)CC2)c(C)c1 (stereo not given in full),0,nt,-5,nt,1,-2,0
O=C(C1CC1)N1CC2(C1)[C@H](c1ccccc1)[C@@H](CO)N2CC1CCCC1,-2,nt,1,6,-3,-2,-8
COc1ccc(NC(=O)N[C@H]2CC[C@H](CC(=O)NC3CCC3)O[C@H]2CO)cc1,1,-8,?,1,1,6,14
O=C(CSc1ccc(-c2ccncc2)nn1)N1CCCC1,1,-3,-3,1,-1,-10,-5
CC(C)CN1C(=O)CSCC1(C)C(=O)NCc1ccccc1 (stereo not given),nt,nt,?,-1,-4,-10,-4
CC1CCCCC12NC(=O)N(CC(=O)N1CCc3ccccc3C1)C2=O (stereo not given),2,-3,-6,4,1,-4,7
COCCN(Cc1ccccc1)C(=O)c1cccc(S(=O)(=O)N2CCN(c3ccc(F)cc3)CC2)c1,-1,2,-4,13,-120,-2,nt
Cc1ccc(/C=C2\NC(=S)NC2=O)cc1[N+](=O)[O-],1,-13,-1,-23,2,nt,-8
S=c1[nH]nc(-c2ccco2)n1/N=C/c1cccc(Cl)c1Cl,-3,-16,3,-9,1,3,-9
O=C1OC(CCl)CN1Cc1ccc([N+](=O)[O-])cc1 (stereo not given),1,0,-5,-1,3,-3,19
C[C@H](CO)N1C[C@H](C)[C@@H](CN(C)C(=O)Nc2cccc(C(F)(F)F)c2)OCc2cn(nn2)CCCC1=O,-2&-3,3,-12&-4,4&6&5,5&-1,6&5,3&3&3
CCc1ccccc1NC(=O)NNC(=O)CCc1ccc(OC)cc1,-2,-5,5,1,1,-5,13
Cn1cnnc1SCC(=O)c1ccco1,-2,-6,-5,7,5,1,nt
COc1ccc(Cl)cc1NC(=O)CSc1nnc(CNC(=O)c2cccs2)o1,-3,-3,-3,nt,-3,4,23
CC1(C)CC(O)C(C(O)c2cccc([N+](=O)[O-])c2)C(C)(C)N1 (stereo not given),-1,-10,-4,-2,6,3,2
CO[C@H]1CC[C@@H]2CCN(C)C(=O)C[C@@H](c3ccccc3)CN(C)C(=O)c3cc(C#N)ccc3OC[C@@H]1O2,1,-3,-5,2,-1,14,10
COc1cccc2cc(C(=O)NCc3ccco3)c(=O)oc12,-1,-5,-2,-39,5,nt,-13
NC(=O)NCCCC(=O)OCC(=O)c1ccc2ccccc2c1,-1,-8,8,-7,1,-3,5
O=C(NCc1cnc2ccccn12)C1CCC(=O)N(Cc2cccc(F)c2)C1 (stereo not given),0,-3,-5,-6,-2,-1,-4
CCc1nc(SCC(=O)NCCc2ccc(OC)c(OC)c2)c2c(=O)n(C)c(=O)n(C)c2n1,-5,-6,-4,4,-4,-13,4
CC(C)C(=O)Nc1ccc2c(c1)C(=O)N(C)[C@H]1CC[C@@H](CC(=O)O)O[C@H]1CO2,-2,1,4,1,1,-1,3
COCC(=O)N1C[C@H]2[C@@H](c3ccccc31)[C@@H](CO)N2Cc1ccccc1,2,4,nt,-2,nt,3,5
COc1ccc(Cc2c(C3CCCCC3)nc3c(Cl)cc(C(F)(F)F)cn23)c(C)c1,5,nt,-3,-8,1,-10,-11
CCn1cc(C(=O)NC2CCCCCC2)c(=O)c2cc(S(=O)(=O)N3CCCCC3)ccc21,-1,nt,-6,15,2,3,1
CSCCC(NC(=O)c1ccccc1Br)C(=O)Nc1ccc(C)cc1 (stereo not given),-6,-4,-6,4,0,-2,-20
CN1CCN(C(CNS(=O)(=O)c2cccs2)c2cccnc2)CC1 (stereo not given),0,-4,-1,11,-37,-8,-8
C=CCn1c(SCC(=O)NCC)nnc1-c1cc2c(s1)CCC(CC)C2 (stereo not given),-2,23,-7,-32,0,-23,-13
NC(=O)N/N=C/c1cccc(C(F)(F)F)c1,-3,-32,-4,5,4,-4,1
Cc1ccc(NC(=O)COC(=O)c2ccc(CN3CCCC3=O)cc2)c(Cl)c1,-1,-5,6,-2,-2,-7,-24
CCOc1ccc(NC(=S)NNC(=S)Nc2cccc(C(F)(F)F)c2)cc1,-5,-9,15,-20,-1,-11,-29
COc1ccccc1NS(=O)(=O)c1cccc(C(=O)NCC(c2cccs2)N2CCOCC2)c1 (stereo not given),1,10,-9,-24,5,3,9
COc1cccc(S(=O)(=O)Nc2ccc(C(=O)Nc3ccncc3)cc2)c1,nt,-25,nt,nt,nt,3,-15

(continued)
SMILES,SIRT5 inh,ARNT TACC3 PPI,DENV2 CPE,EWS-Fli inh,Casp6 inh,LGR2 antag,PAX8 inh HTS
COc1ccc(-c2cn(CCc3c[nH]c4ccccc34)nn2)cc1,-1,11,-10,15,3,-3,-23
O=C(NCC[C@@H]1CC[C@@H](NS(=O)(=O)c2ccccc2)[C@@H](CO)O1)c1ccc2c(c1)OCO2,3,-4,-4,12,1,18,-1
Cc1cccc(C(=O)c2cn[nH]c2-c2ccccc2O)c1,-1,-4,-2,4,1,-6,-26
Cc1noc(C)c1S(=O)(=O)Nc1ccc2c(c1)C(=O)N([C@@H](C)CO)C[C@H](C)[C@@H](CN(C)C(=O)Nc1ccc(C(F)(F)F)cc1)OCCCC[C@H](C)O2,12,16,13,-4,-1,-1,107*
CCOC(=O)/C=C1\CN(C(C)c2ccccc2)S(=O)(=O)c2ccccc21 (stereo not given),0,0,7,-1,3,-10,6
O=C(Cn1cc2c(n1)CCCC2)N1CCOCC1,nt,nt,3,-4,1,0,-23
CN(C(=O)c1ccco1)c1nc(-c2ccc(Cl)cc2)cs1,1,-4,-1,-87,-4,-49,-41
CC(Sc1ccccc1)C(=O)N1CCN(S(=O)(=O)c2ccc(Cl)cc2)CC1 (stereo not given),-8,-2,14,9,-2,2,9
CC(C)Cc1cc(CNC(=O)C2CCC(=O)N(CCc3cccc(F)c3)C2)on1 (stereo not given),0,0,3,nt,2,-18,-10
C[C@@H]1CN([C@@H](C)CO)S(=O)(=O)c2ccc(C#CCC3CCCC3)cc2O[C@@H]1CN(C)C(=O)CC1CC1,7,5,10,13,-1,20,47

Random draw from the library; overall some 4.9% were active at least once.
